A3G deaminase = APOBEC3G (human) deaminase inhibition | Q9HC16 | actives 0.28% (n = 330,000) | inhibition, % at 20 µM | recombinant A3G, ssDNA deamination FAM/TAMRA fluorescence;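 active means inhibition of at least 40% at 20 µM, with no more than 30% in the related APOBEC3A deaminase screen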;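 further: plate controls were DMSO wells with A3G for no effect and wells lacking A3G enzyme for full effect; some compounds called inactive have numbers as strong as hits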
Target sequence (Q9HC16 whole entry, looked up): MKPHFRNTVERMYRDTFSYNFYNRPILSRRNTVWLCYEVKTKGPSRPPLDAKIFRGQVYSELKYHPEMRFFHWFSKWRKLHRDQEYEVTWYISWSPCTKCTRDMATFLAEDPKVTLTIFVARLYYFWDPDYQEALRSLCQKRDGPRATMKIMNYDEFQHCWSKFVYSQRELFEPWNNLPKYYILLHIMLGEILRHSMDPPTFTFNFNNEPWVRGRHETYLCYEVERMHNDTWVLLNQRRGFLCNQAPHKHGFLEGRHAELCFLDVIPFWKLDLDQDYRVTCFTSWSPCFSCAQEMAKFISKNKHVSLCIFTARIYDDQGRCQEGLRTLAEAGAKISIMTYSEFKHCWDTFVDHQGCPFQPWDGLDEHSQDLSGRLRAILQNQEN
TIM10 inh = TIM10 yeast growth inhibition; inhibition, % at 10 µM; AID 463195; actives 1.4% (n = 330,000); S. cerevisiae TIM10 strain growth, BacTiter-Glo luminescence, 24 h;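 active means inhibition of 40% or more at the single tested concentration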;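 further: wild-type TIM10 isogenic control strain grown at permissive 25 °C; 0% = DMSO yeast wells and 100% = minimal medium wells without yeast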
MIN6 prolif = MIN6 beta-cell proliferation induction; MIN6 cells proliferation, ATPlite luminescence, 48 h; cells starved in 0.2% serum; 100% = growth in 10% serum; proliferation, % at 10 µM; actives 0.29% (n = 330,000); AID 2380;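 active means compounds whose signal lies at least 3.5 SD above the mean of all wells on their plate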;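 further: 0% = DMSO-treated cells in low-serum medium and 100% = 10% serum control; some compounds called inactive have numbers as strong as hits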
hIAP inh = blocks human intestinal alkaline phosphatase; P09923; purified IAP, CDP-Star luminescence, 30 min; inhibition, % at 10 µM; actives 0.12% (n = 330,000); AID 2544;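 active means inhibition reaching a set limit with compound at 10 µM in the primary screen, cut at about 35% in these data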;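 further: plate controls were DMSO wells with enzyme for no effect and no-enzyme buffer wells for full effect; values of inactives mirror those of a sister screen read the other way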
Target sequence (P09923 whole entry, looked up): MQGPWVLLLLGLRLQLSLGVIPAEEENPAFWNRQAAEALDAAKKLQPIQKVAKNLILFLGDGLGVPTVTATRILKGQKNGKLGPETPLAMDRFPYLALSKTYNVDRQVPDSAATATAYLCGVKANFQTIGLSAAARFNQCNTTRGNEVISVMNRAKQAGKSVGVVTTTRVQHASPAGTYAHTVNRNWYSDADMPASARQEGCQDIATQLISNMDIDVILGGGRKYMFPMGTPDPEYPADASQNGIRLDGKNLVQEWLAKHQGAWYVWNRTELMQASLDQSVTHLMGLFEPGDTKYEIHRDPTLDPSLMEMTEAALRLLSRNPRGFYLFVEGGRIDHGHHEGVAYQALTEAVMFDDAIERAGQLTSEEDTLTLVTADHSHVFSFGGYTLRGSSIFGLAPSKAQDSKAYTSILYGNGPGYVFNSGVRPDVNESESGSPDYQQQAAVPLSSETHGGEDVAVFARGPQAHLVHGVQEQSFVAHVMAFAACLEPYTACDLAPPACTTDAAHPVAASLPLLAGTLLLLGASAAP
A3A deaminase = blocks human APOBEC3A ssDNA deamination; recombinant A3A, FAM/TAMRA ssDNA deamination fluorescence; inhibition, % at 20 µM; actives 0.41% (n = 330,000); AID 493011;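 active means at least 40% inhibition at 20 µM here, with at most 30% in a related deaminase screen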;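 further: plate controls were A3A with DMSO for no effect and wells lacking A3A enzyme for full effect; some results filed as inactive read as strong as hits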
Target sequence (P31941 whole entry, looked up): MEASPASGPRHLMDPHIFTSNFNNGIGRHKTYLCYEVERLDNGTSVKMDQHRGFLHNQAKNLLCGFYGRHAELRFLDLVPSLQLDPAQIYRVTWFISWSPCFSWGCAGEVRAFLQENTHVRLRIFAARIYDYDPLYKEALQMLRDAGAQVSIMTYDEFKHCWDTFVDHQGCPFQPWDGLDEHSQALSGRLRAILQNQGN
mIAP activ = mouse IAP activation; muIAP, CDP-Star luminescence, 30 min; stronger effect = higher value; 1 = vehicle-only enzyme signal, 0 = enzyme-free wells; activation factor at 10 µM; actives 0.24% (n = 330,000);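 active means activation factor of at least 2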; further: the source names both 10 and 20 µM as test concentration; values of inactives mirror those of a sister screen read the other way
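Assay system: mouse IAP enzyme; Reagent: CDP-Star chemiluminescent phosphatase substrate; Compound: DMSO-dissolved test compounds; Incubation: 30 min, room temperature; Technique: luminescence from enzymatic CDP-Star hydrolysis; Controls: DMSO-only wells and no-enzyme negative control.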
NLRP3 yeast inh = blocks the NALP3 inflammasome reconstituted in yeast | Yeast reconstituted NLRP3/ASC/caspase-1, beta-gal luminescence, 24 h | actives 0.39% (n = 330,000) | inhibition, % at 10 µM;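 active means inhibition of 50% or more; inactive means inhibition below 50%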;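 further: plate controls were induced DMSO wells for no effect and uninduced yeast grown without galactose for full effect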
tim10-1 inh = growth inhibitors of tim10-1 mutant yeast; S. cerevisiae tim10-1 ts strain growth, BacTiter-Glo, 24 h; actives 2.2% (n = 330,000); AID 463190; inhibition, % at 20 µM;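 active means inhibition of at least 40%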;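 further: mutant grown at 25 °C; 0% = DMSO wells with yeast and 100% = wells holding no yeast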
mIAP inh = blocks mouse intestinal alkaline phosphatase; inhibition, % at 10 µM; purified mouse IAP, CDP-Star luminescence, 30 min; actives 0.2% (n = 330,000);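 active means inhibition of at least 40% at 10 µM in the primary screen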;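 further: plate controls were DMSO with enzyme for no effect and no enzyme wells for full effect; values of inactives mirror those of a sister screen read the other way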
* = called active by the depositor.

SMILES	A3G deaminase	TIM10 inh	MIN6 prolif	hIAP inh	A3A deaminase	mIAP activ	NLRP3 yeast inh	tim10-1 inh	mIAP inh
CCOC(=O)N1CCN(c2c(N3CCN(c4cccc(C(F)(F)F)c4)CC3)c(=O)c2=O)CC1	-4.5	-15.8	-1.1	3.2	-0.8	0.959	13.5	13.7	4.1
Cc1cc(NC(=O)CSc2nc3cc(Cl)ccc3c(=O)n2CC(C)C)no1	-0.7	-25.4	-3.2	12.0	2.3	0.95	10.9	-22.8	5.0
CC(=O)C1=C(O)C(=O)N(c2cccnc2)C1c1ccc(Cl)cc1 (stereo not drawn)	2.2	3.3	-2.9	8.9	0.0	0.894	19.6	7.7	10.6
O=C(CCCn1cnc([N+](=O)[O-])n1)Nc1ccc(Cl)c(Cl)c1	2.1	0.0	-1.2	4.4	2.2	0.881	18.8	2.4	11.9
Fc1cccc(Cl)c1CNCc1ccccc1Cl	-4.5	-5.7	-4.0	-10.2	-1.2	0.992	16.4	7.5	0.8
Nc1ncnc2nc(SCC(=O)Nc3cccc(C(F)(F)F)c3)[nH]c12	-6.9	2.2	0.0	-21.2	-0.5	0.895	24.4	8.3	10.5
Cc1cccc(CCNC(=O)CN(C)S(=O)(=O)c2ccc3c(c2)c(=O)n(C)c(=O)n3C)c1	-6.1	-7.0	-1.7	11.2	-1.6	1.04	16.8	3.0	-4.0
CCCNC(=O)NC(=O)COC(=O)CNS(=O)(=O)/C=C/c1ccccc1	-8.2	6.4	0.3	7.9	3.4	1.02	13.3	-11.3	-1.6
O=C1CN(C(=O)COC(=O)CNC(=O)c2ccccc2)c2ccccc2N1	-2.3	-20.0	0.0	-14.0	0.2	1.04	12.6	19.8	-4.1
CC(=O)Nc1ccc(C2(c3ccc(NC(C)=O)cc3)C(=O)Nc3ccccc32)cc1	-2.5	2.1	-1.1	-21.9	4.9	1.08	17.5	-5.3	-8.2
COc1cccc(CCc2nnc(CCC(=O)NC(C)Cc3cccs3)o2)c1 (stereo not drawn)	-2.7	8.7	-3.0	-8.7	-6.1	1.25	-15.4	5.5	-25.4
COCCCNC(=O)CCc1c(C)c2cc3c(C)coc3cc2oc1=O	0.8	19.0	-1.9	-11.4	-0.8	0.975	-9.8	-4.6	2.5
NS(=O)(=O)c1ccc(Nc2nc3ccccc3nc2NS(=O)(=O)c2cccc([N+](=O)[O-])c2)cc1	-6.5	21.2	-1.4	9.6	1.6	0.881	13.9	8.6	11.9
c1ccc(-c2nnc(-c3ccncc3)nc2-c2ccccc2)cc1	2.1	-12.7	4.5	16.4	0.3	1	-3.8	0.0	-0.1
CCOC(=O)c1ccc(NC(=O)Nc2ccc3c(c2)OCCO3)cc1	-3.5	-30.6	0.5	-12.2	-3.3	2.92*	12.9	-22.7	-192.3
CN(C)C(=O)Cn1c(=O)n(S(=O)(=O)c2ccccc2)c2ccccc21	1.1	-4.0	0.3	1.6	0.3	0.928	10.6	-1.8	7.2
O=C(NCCN1CCN(c2ccccc2)CC1)C1CCN(S(=O)(=O)c2cccc3nsnc23)CC1	-7.4	2.0	-1.9	6.2	2.4	1.01	11.9	7.8	-0.8
CN(C)C(CNS(=O)(=O)c1ccc(F)cc1)c1cccnc1 (stereo not drawn)	-0.2	0.3	1.1	9.7	-1.7	1.01	24.8	4.3	-1.5
CCCC(=O)c1c[nH]c(C(=O)N2CCOCC2)c1	-9.1	-0.1	0.1	9.6	-2.5	0.964	14.0	2.9	3.6
O=S(=O)(c1ccc(F)cc1)N1CCN(Cc2ccccc2C(F)(F)F)CC1	-2.6	26.1	-1.6	11.0	-1.8	0.946	12.9	23.4	5.4
O=C(Nc1cccnc1)OC1CCCC1	-0.5	18.6	-2.7	5.5	-1.4	1.02	-10.9	18.9	-1.7
Cc1cccc(-n2c(C)cc(/C=C3\NC(=O)NC3=O)c2C)c1	-3.4	-20.0	-2.4	6.5	2.7	0.965	3.4	-9.0	3.5
CC(NCc1ccccc1)C1COc2ccccc2O1 (stereo not drawn)	-7.0	5.6	5.5*	-3.3	-2.1	0.944	21.7	-3.3	5.6
C=CCNC(=O)c1onc(CSc2ccc(F)cc2)c1C(=O)NCC=C	0.6	16.4	-2.8	11.7	2.5	1.09	6.8	12.6	-8.8
O=C(Nc1cccc(F)c1)c1c(O)c2ccccc2[nH]c1=O	-2.4	-24.6	-1.2	-1.9	-1.0	1	17.7	-30.1	-0.4
Cn1nnc2c(NCc3ccco3)nccc21	-5.6	-4.3	-4.6	-3.2	-2.9	0.972	11.0	16.1	2.8
CC(C)CC(C(=O)Nc1oc(-c2ccccc2)c(-c2ccccc2)c1C#N)N1C(=O)c2ccccc2C1=O (stereo not drawn)	-3.7	2.7	-3.3	8.2	-3.7	0.937	-14.4	8.3	6.3
Cn1c(=O)oc2cc(S(=O)(=O)N3CCCC(C(=O)NC4CCCc5ccccc54)C3)ccc21 (stereo not drawn)	-6.2	8.2	-4.3	1.7	-1.4	1.08	-4.7	10.6	-8.5
CC1Cc2ccccc2N1C(=O)COC(=O)c1ccc(Br)o1 (stereo not drawn)	-1.2	3.0	-3.4	-14.9	-2.0	0.99	19.1	23.7	1.0
CCn1cc(C(=O)N2CC(C)CC(C)C2)c(=O)c2cc(S(=O)(=O)N3CCOCC3)ccc21 (stereo not drawn)	-4.2	11.2	-1.3	8.0	-0.5	0.983	11.9	4.1	1.7
O=C(c1ccsc1)N1CCN(C(=O)c2cccs2)CC1	-6.3	-4.8	-2.7	-10.2	-4.4	0.961	-3.8	7.3	3.9
Cc1nc(N(C)C)c2sc(=S)n(-c3ccccc3)c2n1	0.4	2.1	-2.7	-20.9	8.5	1.03	10.4	24.6	-2.6
CCN1CCN(C(=O)c2ccc3c(c2)N(Cc2ccccc2F)C(=O)c2ccccc2S3(=O)=O)CC1	-4.2	6.8	-4.0	-36.5	-2.4	0.923	21.1	4.2	7.7
O=C1CCCC(=O)N1c1ccc(F)cc1	-10.0	8.4	-4.7	-6.7	-5.0	0.976	1.7	-5.2	2.4
COc1cccc(CNC(=O)CSc2nnc3c(n2)[nH]c2ccc(C)cc23)c1	2.1	-16.6	0.0	-3.8	2.4	0.991	7.9	-6.2	0.9
C/C(Nc1ccccc1C(F)(F)F)=C1/CCOC1=O	-4.7	-5.0	-2.6	-2.1	-0.4	1.08	30.9	-5.2	-8.0
COc1ccc2[nH]c(C(=O)Nc3ccc(F)cc3Br)cc2c1	-5.6	1.8	-2.2	8.1	-4.3	0.988	-1.0	9.3	1.2
C=CC(=O)N(CCC)C(c1ccccc1)c1ccccc1OC (stereo not drawn)	2.3	20.3	1.6	9.2	2.3	0.959	2.6	33.8	4.1
CS(=O)(=O)c1ccc(Cl)c(NC(=O)CSc2nnc(-c3cccs3)n2N)c1	-7.0	-2.7	6.9	11.3	1.0	0.946	18.5	10.7	5.4
COCCN(C(=O)c1csnn1)C(C(=O)NC1CCCC1)c1ccccc1 (stereo not drawn)	-6.3	-12.1	-2.3	-0.1	-3.3	0.894	-0.4	9.9	10.6
S=C(NCc1ccco1)Nc1ccccc1	-1.1	-6.9	-0.8	7.4	3.4	1.06	2.5	17.0	-5.8
COc1cccc(CNC(=O)c2cc(S(=O)(=O)N3CCCCC3)c[nH]2)c1	-8.3	8.3	2.9	-22.1	-1.8	1.28	19.1	0.9	-28.4
COc1ccccc1C1CC(c2ccccc2)=NN1S(=O)(=O)c1ccccc1 (stereo not drawn)	3.4	21.6	-0.5	1.7	3.1	1	-42.3	26.1	-0.5
Cc1nnc(SCC(=O)Nc2cccc(N)c2)n1-c1ccccc1	-15.9	1.4	-3.3	-21.6	-3.7	0.99	5.3	-4.3	1.0
Cn1c(NC(=O)c2ccco2)c(-c2ccc(Cl)cc2)c(=O)c2ccccc21	-4.7	19.6	-1.3	8.7	2.5	0.967	7.7	37.9	3.3

Single values from the entries so far:
`C/C(Nc1ccccc1C(F)(F)F)=C1/CCOC1=O` in NLRP3 yeast inh: 30.9
`CS(=O)(=O)c1ccc(Cl)c(NC(=O)CSc2nnc(-c3cccs3)n2N)c1` in A3G deaminase: -7.0

Three entries out of the list above, arranged by the number in mIAP activ, highest first:
molecule | A3G deaminase | hIAP inh | A3A deaminase | mIAP activ | NLRP3 yeast inh | mIAP inh
CC(=O)Nc1ccc(C2(c3ccc(NC(C)=O)cc3)C(=O)Nc3ccccc32)cc1 | -2.5 | -21.9 | 4.9 | 1.08 | 17.5 | -8.2
c1ccc(-c2nnc(-c3ccncc3)nc2-c2ccccc2)cc1 | 2.1 | 16.4 | 0.3 | 1 | -3.8 | -0.1
CC(NCc1ccccc1)C1COc2ccccc2O1 (stereo not drawn) | -7.0 | -3.3 | -2.1 | 0.944 | 21.7 | 5.6

The list goes on:
SMILES	A3G deaminase	TIM10 inh	MIN6 prolif	hIAP inh	A3A deaminase	mIAP activ	NLRP3 yeast inh	tim10-1 inh	mIAP inh
O=C(CCN1C(=O)COc2ccccc21)N1CCN(c2ccccc2)CC1	-7.2	3.9	0.6	-8.5	-1.9	1.07	0.0	17.4	-7.5
COc1ccccc1NC(=O)c1ccc(CN2CCOCC2)cc1	-0.2	-25.5	-1.8	0.6	1.1	1.05	5.6	-29.5	-5.4
CCc1ccc(OCC(=O)Nc2ccc(N3CCN(S(C)(=O)=O)CC3)cc2)cc1	-1.5	1.4	-4.2	-2.7	1.3	1.01	1.5	9.6	-1.2
O=C1NC(=S)N/C1=C/c1ccc(Oc2ccc(C(F)(F)F)cc2[N+](=O)[O-])c(Cl)c1	3.8	2.1	-2.2	4.4	4.9	0.971	-4.0	-0.8	2.9
COC(=O)c1ccc([C@@H](O)[C@H](C)C(=O)CC(=O)OC(C)(C)C)cc1	-7.9	3.0	-4.3	8.9	-3.1	1.06	10.8	-0.7	-5.9
CC(C)(C)NC(=O)CN(Cc1ccc2c(c1)OCO2)C(=O)CNS(=O)(=O)c1ccccc1	-10.5	1.9	-1.6	0.0	-2.8	0.964	2.1	-34.1	3.6
O=C(Nc1cc([N+](=O)[O-])ccc1F)C1CCN(S(=O)(=O)c2cccs2)CC1	-3.1	-0.8	-4.5	-5.6	1.8	0.983	20.5	7.7	1.7
CN(C)c1nc(-c2ccccc2)ncc1S(=O)(=O)c1ccccc1	-3.5	-20.0	-3.9	15.2	-0.6	0.876	36.5	-33.8	12.4
CCOC(=O)C1CSc2[nH]c(=O)sc2C1c1ccccc1 (stereo not drawn)	-2.5	21.2	11.7*	3.8	0.3	0.801	10.3	40.0	19.9
COc1cc(C(=O)Oc2cccc(C(=S)N3CCOCC3)c2)cc(OC)c1OC	-3.3	6.3	3.9	-15.5	-6.0	0.986	7.1	11.3	1.4
COc1cccc(C(=O)NCC(c2ccco2)N2CCc3ccccc3C2)c1 (stereo not drawn)	-1.0	6.6	-4.4	14.4	1.1	0.997	-2.7	28.4	0.3
Cc1cccc(CSCCNC(=S)Nc2ccccc2)c1	-1.4	47.5*	-2.8	7.0	0.2	1.45	39.4	35.2	-44.7
CCOc1ccccc1N1CCN(C(=O)C(Sc2ccccc2)c2ccccc2)CC1 (stereo not drawn)	-1.0	10.0	-4.3	-22.6	-7.5	0.986	5.4	26.5	1.4
Nc1cc(C(=O)N2CCN(c3ccc([N+](=O)[O-])cc3)CC2)ccc1N1CC2CC(C1)c1cccc(=O)n1C2 (stereo not drawn)	-5.0	9.6	-2.1	16.1	-5.9	0.911	8.1	13.3	8.9
COc1ccc(C(=O)Nc2nc(CC(=O)NCCc3ccccc3OC)cs2)cc1	-9.8	1.7	-2.8	-3.5	-2.3	0.993	2.3	14.2	0.7
N#C/C(=C\c1cccs1)C(=O)Nc1ccccn1	-5.0	-15.3	-3.9	-11.4	0.6	0.986	3.3	-20.6	1.4
